Scp1 inh: Scp-1 phosphatase inhibitors, primary screen, biochemical, colorimetric, uHTS; inhibition, % at 20 µM; AID 493091, 2011; actives 0.88% (n = 340,000); Recombinant Scp1, phosphopeptide, malachite green phosphate absorbance;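 active = inhibition above about 50% at 20 µM, limit read from the data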;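 note: plate controls were DMSO wells with enzyme for no effect and wells lacking enzyme for full effect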
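Test system: SCP-1 phosphatase catalytic domain, residues 76-261 | Compound dosing: One concentration, 20 µM, with 1.0% DMSO | Schedule: 45 min room-temperature reaction, 5 min colour, 30 min stabiliser | Detection: Absorbance at 630 nm | Read-out basis: % inhibition of SCP-1 phosphate liberation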
DNMT1 block: human DNMT1 methyltransferase inhibitors, primary screen, biochemical, molecular beacon, fluorescence, HinP1I cleavage, uHTS. DNA (cytosine-5)-methyltransferase 1 (Homo sapiens), P26358. inhibition (reported as % activation of signal), % at 10 µM. actives 0.83% (n = 360,000). AID 588458, 2011; in the data active = inhibition above about 50%
Rpn11 inh: Rpn11 (PSMD14) deubiquitinase inhibitors, primary screen, biochemical, fluorescence polarization, uHTS; AID 588493, 2011; calls only at 20 µM; actives 0.59% (n = 360,000); human 26S proteasome, Ub4-pepOG fluorescence polarization; 20S core pre-blocked with epoxomicin;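 active = inhibition at 20 µM, scaled to each plate's controls, above about 33%, limit read from the data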
CSN inh: inhibitors of CSN-mediated cullin deneddylation, primary screen, biochemical, fluorescence polarization, uHTS; COP9 signalosome complex subunit 5 (Homo sapiens), Q92905; actives 0.38% (n = 360,000); Purified CSN, SCF-Nedd8-OG deneddylation; inhibition, % at 12.5 µM;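 active = pattern-corrected inhibition above about 35%, with an unprinted fluorescence ratio check between 0.5 and 1.5, limit read from the data, passing the limit was not always enough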;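 note: 0% = enzyme with substrate and 100% = substrate without enzyme; some results filed as inactive read as strong as hits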
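assay system = purified human Csn5 enzyme expressed in HEK293T cells | amount = 0.24 nM enzyme | buffer or medium = Tris/NaCl/DTT buffer, pH 7.5 | reagent = 10 nM SCFSkp2-Nedd8OG | compound = one concentration, 12.5 µM, 0.25% DMSO | times = 90 min reaction at room temperature | signal = FP | read-out basis = % inhibition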
Tb MetRS inh: T. brucei MetRS inhibitors, primary screen, biochemical, luminescence; methionyl-tRNA synthetase (Trypanosoma brucei brucei); purified T. brucei MetRS, ATP depletion, Kinase-Glo luminescence; inhibition, % at 11.9 µM; actives 0.4% (n = 360,000);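 active = inhibition above a per-plate cutoff of the control wells' mean inhibition plus 3 SD, cut at about 5.5% in these data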;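 note: 0% = DMSO wells median and 100% = median of wells with control inhibitor compound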
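Dosing: 11.9 µM single point; system: parasite MetRS enzyme; technique: luminescence of leftover ATP; times: 15 min enzyme-compound preincubation, 2 h reaction, 10 min detection, 25 °C; replicates: each compound tested once; read-out basis: percent inhibition relative to median high and low control wells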
STEP inh: STEP phosphatase inhibitors, primary screen, biochemical, fluorescence intensity, uHTS. Tyrosine-protein phosphatase non-receptor type 5 (Homo sapiens), P54829. recombinant STEP, OMFP fluorogenic substrate. inhibition, % at 20 µM. actives 0.25% (n = 360,000). AID 588621, 2011;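 active = inhibition at 20 µM, scaled per plate between control wells, above about 37%, limit read from the data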;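 note: 0% = DMSO with enzyme and substrate and 100% = substrate only without enzyme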
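medium = Bis-Tris buffer pH 6.0, 2.5 mM DTT, 0.005% Tween 20 | test system = STEP (striatal-enriched tyrosine phosphatase) enzyme, cell-free | measure = normalized % inhibition | compound dosing = 20 µM, 1% DMSO | also added = 25 µM OMFP | schedule = reaction 20 min, ambient temperature | measured by = fluorescence read at 480 nm ex / 540 nm em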
MsrA inhibitor: bovine MsrA enzyme inhibitors, primary screen, biochemical, absorbance, HTS; Methionine sulfoxide reductase A (Bos taurus); actives 0.75% (n = 360,000); AID 651718, 2012; purified bovine MsrA, absorbance read-out; inhibition, % at 15.5 µM; in the data active = inhibition above about 4.5%;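 note: 0% = vehicle wells with enzyme and 100% = reference inhibitor wells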
LMPTP inh: LMPTP phosphatase inhibitors, primary screen, biochemical, fluorescence intensity, uHTS; actives 0.22% (n = 360,000); Low molecular weight phosphotyrosine protein phosphatase (Homo sapiens), P24666; recombinant LMPTP-A, OMFP fluorogenic substrate; inhibition, % at 20 µM;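 active = compounds that cut the enzyme signal by at least half of the control window in the single-dose screen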;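 note: plate controls were DMSO wells with enzyme plus substrate for no effect and substrate without enzyme for full effect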
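Test system – LMPTP-A enzyme · Amount – LMPTP-A at 0.625 nM final in the reaction · Buffer or medium – Bis-Tris pH 6.0, DTT, detergent · Reagent – OMFP 400 µM · Doses – single 20 µM dose · Schedule – reaction 50 min, room temperature, dark · Detection – fluorescence intensity of OMFP turnover product · Evaluation – percent inhibition versus substrate-only and uninhibited controls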
SUMO1-SIM PPI: modulators of SUMO1 protein-protein interactions, primary screen, biochemical, uHTS | Small ubiquitin-related modifier 1 (Homo sapiens), P63165 | actives 0.33% (n = 360,000) | inhibition, % at 20 µM | SUMO1 binding to a labelled peptide, TR-FRET, 1 h; in the data active = inhibition above about 37%
NadD inh: inhibitors of S. aureus NadD, primary screen, biochemical, colorimetric, uHTS; purified NadD enzyme, colorimetric absorbance read-out; actives 0.78% (n = 360,000); inhibition, % at 20 µM; Nicotinate-nucleotide adenylyltransferase NadD (Staphylococcus aureus N315); in the data active = inhibition above about 26%; note: some compounds past the cut are filed as inactive
* hit, by the source's call; i = inactive; . = no result given; + = active, no number; & = joins results of further samples.

SMILES	Scp1 inh	DNMT1 block	Rpn11 inh	CSN inh	Tb MetRS inh	STEP inh	MsrA inhibitor	LMPTP inh	SUMO1-SIM PPI	NadD inh
Cc1nc2c3ccccc3nc(NNC(=O)CCC(=O)N3CCN(c4ccccc4F)CC3)n2n1	-7	0	i	0	-0.3	-1	0.2	-1.2	7	6
CC(C)NNC(=O)c1ccncc1	-48	-1	i	0	0.3	-1	3.9	-1.6	1	-22
COc1cc(C=O)ccc1O	.	-1	i	2	-0.7	-3	6.2*	-0.8	1	-2
CCN(CCCCOC(=O)c1ccc(OC)c(OC)c1)C(C)Cc1ccc(OC)cc1 (stereo not drawn)	-4	4	i	2	-1.5	-2	0.0	-1.9	-2	-4
O=C(O)c1cc(=O)c2ccccc2o1	-10	3	i	0	-0.1	2	-0.6	1.1	3	3
O=C(c1ccccn1)N(Cc1cccs1)C1(C(=O)NC2CCCCC2)CCCCC1	-4	1	i	2	0.1	-1	1.8	0.1	-3	3
Nc1c2ccccc2nc2ccccc12	-2&7	76*	i	-4&0	0.3&0.6	0&0	-0.1&-0.2	19&20	-31&-32	3&-8
CCCCCCCCCCCCCCCC(O)C(N)CO (stereo not drawn)	-9	-66	i	53*	-1.2	2	0.4	-1.0	13	16
CCc1cccc(CC)c1NC(=O)CN(CC(=O)O)CC(=O)O	-17	-1	i	0	-0.9	-2	1.2	-2.4	3	2
Cc1scc2c1N(C(=O)CN1CCN(C)CC1)c1ccccc1NC2=O	-3	-1	i	-5	-0.1	-5	-0.1	-4.8	-7	1
O=C1NC(=S)S/C1=C\C=C\c1ccc([N+](=O)[O-])o1	87*	91*	.	67	0.7	66*	3.0	82*	97*	24
O=[N+]([O-])c1cncn1CCN1CCOCC1	2	-3	i	-1	-0.3	-2	-0.2	-1.5	-12	-2
O=C(NC1CCN(CCc2c[nH]c3ccccc23)CC1)c1ccccc1	-2	-6	i	1	-0.8	3	-1.2	-1.5	-1	-3
CCCC1(c2ccccc2)NC(=O)N(CC(=O)N(C)Cc2c(F)cccc2Cl)C1=O (stereo not drawn)	-2	-1	i	4	-0.2	1	-1.6	1.1	0	-4
COc1ccc(C(=O)c2ccccc2)c(O)c1	-6	3	i	1	-0.4	0	-0.4	-0.2	-1	-4
C=C[C@H]1CN2CCC1C[C@H]2[C@H](O)c1ccnc2ccc(OC)cc12 (stereo partly drawn)	-6	1	i	0	-0.8	-2	1.1	-0.9	-3	-6
CN(C)CC/C=C1/c2ccccc2COc2ccc(CC(=O)O)cc21	-6	-2	i	-5	-2.2	-2	2.4	1.0	2	2
CCCC(=O)O[C@]1(C(=O)CCl)[C@@H](C)C[C@H]2[C@@H]3CCC4=CC(=O)C=C[C@]4(C)[C@@]3(F)C(=O)C[C@@]21C	32	-4	i	-1	0.1	0	-1.4	1.0	-4	-6
CN(C)S(=O)(=O)n1cc(/C=C(\NC(=O)c2ccccc2)C(=O)NCCCn2ccnc2)c2ccccc21	-3	-1	i	3	-0.4	1	1.8	-0.7	-4	13
CC(Cc1cccc(C(F)(F)F)c1)NCCOC(=O)c1ccccc1 (stereo not drawn)	-6&-9	4&5	i	-5&-1	-0.2&-0.5	2&1	-0.6&-1.0	-1.7&-1.3	1&-1	-4&-5
CN[C@@H]1[C@H](O)[C@H](NC)[C@H]2O[C@@]3(O)C(=O)C[C@@H](C)O[C@H]3O[C@@H]2[C@H]1O	-11	3	i	3	-0.2	-2	-0.7	-6.7	-3	-4
O=C(O)Cc1cn(-c2ccccc2)nc1-c1ccc(Cl)cc1	-9	-2	i	1	-0.6	5	-0.5	-1.2	2	-5
CCCOc1ccc(C(=O)OCCN(CC)CC)cc1N	-12	2	i	-1	-1.7	0	-0.9	0.9	-2	1
CCCCN(CCCC)CCCOC(=O)c1ccc(N)cc1	-16	2	i	-4	-1.1	-3	-1.1	-0.4	0	2
C=C[C@H]1CN2CC[C@H]1C[C@H]2[C@H](O)c1ccnc2ccc(OC)cc12	1&-9	2&2	i	-2&-2	-0.1&-1.2	-4&9	0.6&-0.7	-0.4&-1.6	0&-2	-2&-7
CCC(C(=O)Nc1ccccc1N1CCCC1)c1ccccc1 (stereo not drawn)	-8	3	i	-4	-0.5	0	0.3	0.7	4	-2
CCCCCCCCCCCCCCC[C@@H](O)[C@@H](N)CO	-14	-59	i	84*	-0.9	4	-0.1	-8.7	5	27
CC[C@]12CCCN3CCc4c(n(c5ccccc45)[C@](O)(C(=O)OC)C1)[C@@H]32	14	-1	i	0	-1.1	-3	-0.8	-0.4	3	0
COc1cc(C2Oc3cc(C4Oc5cc(O)cc(O)c5C(=O)C4O)ccc3OC2CO)ccc1O (stereo not drawn)	-17	-1	i	-5	-1.1	-2	4.2	2.5	16	3
CC(C)(C)NCC(O)COc1cccc2c1C[C@H](O)[C@H](O)C2 (stereo partly drawn)	39	0	i	-6	-1.3	0	-0.7	-0.4	1	-6

Random excerpt: five records from the list, in no set order.
SMILES	Scp1 inh	DNMT1 block	Rpn11 inh	CSN inh	Tb MetRS inh	STEP inh	MsrA inhibitor	LMPTP inh	SUMO1-SIM PPI	NadD inh
CN[C@@H]1[C@H](O)[C@H](NC)[C@H]2O[C@@]3(O)C(=O)C[C@@H](C)O[C@H]3O[C@@H]2[C@H]1O	-11	3	i	3	-0.2	-2	-0.7	-6.7	-3	-4
CN(C)CC/C=C1/c2ccccc2COc2ccc(CC(=O)O)cc21	-6	-2	i	-5	-2.2	-2	2.4	1.0	2	2
C=C[C@H]1CN2CC[C@H]1C[C@H]2[C@H](O)c1ccnc2ccc(OC)cc12	1&-9	2&2	i	-2&-2	-0.1&-1.2	-4&9	0.6&-0.7	-0.4&-1.6	0&-2	-2&-7
CC(Cc1cccc(C(F)(F)F)c1)NCCOC(=O)c1ccccc1 (stereo not drawn)	-6&-9	4&5	i	-5&-1	-0.2&-0.5	2&1	-0.6&-1.0	-1.7&-1.3	1&-1	-4&-5
CCCCCCCCCCCCCCC[C@@H](O)[C@@H](N)CO	-14	-59	i	84*	-0.9	4	-0.1	-8.7	5	27

The list goes on:
SMILES	Scp1 inh	DNMT1 block	Rpn11 inh	CSN inh	Tb MetRS inh	STEP inh	MsrA inhibitor	LMPTP inh	SUMO1-SIM PPI	NadD inh
O=C(O)Cc1sc(-c2ccccc2)nc1-c1ccc(Cl)cc1	.	6	i	1	-0.3	3	2.1	-0.9	-6	-4
CC(=O)OCC(=O)[C@@]1(O)CC[C@H]2[C@@H]3CCC4=CC(=O)C=C[C@]4(C)[C@@]3(F)[C@@H](O)C[C@@]21C	-4	-2	i	-1	-0.1	-3	0.8	0.0	0	-2
CC1O[C@@H](OCC2O[C@@H](Oc3cc(O)c4c(c3)OC(c3ccc(O)cc3)CC4=O)[C@H](O)[C@@H](O)[C@@H]2O)[C@H](O)[C@H](O)[C@H]1O (stereo partly drawn)	10	-4	i	1	-1.0	-1	0.8	-1.4	-1	6
C/C(=N\NC(=S)NCc1ccccc1)C1CCCCC1	-7	-3	i	-4	-0.3	1	0.3	0.7	-2	-5
CN(C)C/C=C(\c1ccc(Br)cc1)c1cccnc1	-9	4	i	1	0.8	1	1.1	-1.7	2	0
CCCC(=O)O[C@]1(C(=O)COC(C)=O)CC[C@H]2[C@@H]3C[C@H](F)C4=CC(=O)C=C[C@]4(C)[C@@]3(F)[C@@H](O)C[C@@]21C	-14	-5	i	-2	-0.5	-1	-0.7	-0.3	-1	-1
O=C(Nc1cc(-c2ccccc2)nn1-c1ccccc1F)c1ccc([N+](=O)[O-])cc1	-2	-7	i	2	-0.2	-2	-0.4	0.0	-16	-6
C[C@@H]1C[C@H]2[C@@H]3CCC4=CC(=O)C=C[C@]4(C)[C@@]3(Cl)[C@@H](O)C[C@]2(C)[C@@]1(OC(=O)c1ccco1)C(=O)CCl	-6	47	i	-6	-0.4	6	1.6	2.2	0	15
CC(=O)Oc1ccc2c(C)cc(=O)oc2c1	-5	0	i	-5	-0.3	-6	2.1	-1.9	4	-3
Nc1ncnc2c1c(-c1ccc(Oc3ccccc3)cc1)cn2C1CCCC1	10	-14	i	3	-0.1	0	0.0	4.7	10	16
CC(C)(C)NCC(O)COc1cccc2c1CC(O)C(O)C2 (stereo not drawn)	-9	-1	i	-3	-0.5	-2	-0.7	-0.1	5	3
Cc1c(C)n(Cc2ccccc2)c2ccc(C(=O)OCCN(C)C)cc12	-2	-2	i	-3	-0.1	-2	0.2	3.8	-3	-1
CCc1ccccc1OC[C@@H](O)CN[C@H]1CCCc2ccccc21	-9	1	i	0	-1.9	-2	0.6	-1.3	-6	-6
CCCCOc1cc(C(=O)OCCN(CC)CC)ccc1N	19&22	1&1	i	0&-5	-0.2&-0.3	-2&0	3.2&2.2	-1.2&-1.8	1&1	4&5
COC(=O)N/N=C/c1c[n+]([O-])c2ccccc2[n+]1[O-]	-17	5	i	-7	-2.1	-3	3.3	1.1	-26	1
Cn1ccc2cc3c(cc21)CCN3C(=O)Nc1cccnc1	4	-10	+	102*	-0.3	2	3.5	46	-6	31*
CC1(C)O[C@@H]2C[C@H]3[C@@H]4C[C@H](F)C5=CC(=O)C=C[C@]5(C)[C@@]4(F)[C@@H](O)C[C@]3(C)[C@]2(C(=O)CO)O1	-9	0	i	-1	-2.4	-4	0.7	0.8	5	3
Cc1cc(=O)oc2cc(O)ccc12	-4	-2	i	2	0.3	-3	1.9	-1.7	5	-8
COc1cc(N)c(Cl)cc1C(=O)N[C@H]1CCN(CCCOc2ccc(F)cc2)C[C@H]1OC	-14	-5	i	-2	-0.6	-1	-1.8	1.0	-2	1
C[C@H](CCC(=O)O)[C@H]1CC[C@H]2[C@@H]3[C@H](O)C[C@@H]4C[C@H](O)CC[C@]4(C)[C@H]3CC[C@]12C	-9	0	i	5	-0.9	-3	-1.0	-2.1	8	9

Assay outcomes (PubChem)

Some of the compounds tested; rates above refer to the full screens.
